NCI-60 one-dose screen, 48 h, at 10 µM unless noted. Numbers give growth in % (100 = growth as untreated, 0 = no growth, -100 = all killed).
UACC-257: UACC-257 melanoma. AID 1794764. 78,000 compounds, 4.4% hits
MALME-3M: MALME-3M melanoma; 78,000 compounds, 5.8% hits; AID 1794766
A549/ATCC: A549/ATCC NSCLC. 81,000 compounds, 3.7% hits. AID 1794740
HOP-92: HOP-92 NSCLC cells; 71,000 compounds, 6.3% hits; AID 1794738
EKVX: EKVX NSCLC | 71,000 compounds, 3% hits | AID 1794765
M14: M14 melanoma. AID 1794745. 80,000 compounds, 6.2% hits
HOP-62: HOP-62 NSCLC; 80,000 compounds, 3.9% hits; AID 1794735
UACC-62: UACC-62 melanoma | 81,000 compounds, 5.4% hits
* = called active by the depositor; / = not tested or not shown; & = joins results of further samples. The calls were made as follows: active = growth percent below 10; inactive = the rest.

SMILES	UACC-257	MALME-3M	A549/ATCC	HOP-92	EKVX	M14	HOP-62	UACC-62
COc1ccc2c(c1)OC1=C(C(=O)OC1)C2c1cc(OC)c(OC)c(OC)c1 (stereo not drawn)	40	61	21	75	51	10	33	42
O=C(/C=C/c1cccc(Cl)c1Cl)Nc1ncc(Cc2ccccc2Cl)s1	78	62	58	62	56	12	42	43
C#Cc1ccccc1N1C(=O)C=CC1=O	69	105	83	78	85	97	84	101
Cc1ccc(-c2nc(C#N)c(NCCCN)o2)cc1	99	105	101	107	98	97	104	78
O=C(NO)c1ccc(Cn2ccc3c(NCc4ccccc4)ncnc32)cc1	-21*	-5.1*	28	-19*	21	-9.7*	13	-43*
Nc1[nH]c(=O)[nH]c(=O)c1N=Nc1ccc(S(=O)(=O)Nc2nccs2)cc1	103	90	105	/	/	103	82	108
O=C(O)/C(=C\c1ccc([N+](=O)[O-])cc1)c1cccc(Cl)c1	105	100	103	99	/	107	103	97
COc1ccc(-c2c3c(nc4ncn(N)c(=N)c24)C(C)CCC3)cc1 (stereo not drawn)	/	111	/	/	79	110	97	76
CC(=O)CC(=O)Nc1nc2ccccc2s1	100	82	103	55	90	91	100	88
CS(=O)(=O)Oc1cc2oc(=O)c3c(c2cc1Cl)CCCCC3	104	103	93	43	/	96	94	75
Cc1cc(N(CCCNc2ccnc3cc(Cl)ccc23)Cc2ccco2)nc(N2CCN(C)CC2)n1	-63*	-50*	45	80	66	-82*	48	/
CN(CCCOS(C)(=O)=O)CCCOS(C)(=O)=O	106	127	108	102	116	115	112	112
C=CCOc1ccccc1[C@@H](C(=O)Nc1cccc([N+](=O)[O-])c1)N(C(=O)CCc1c[nH]c2ccccc12)c1ccc(C)cc1	98	108	87	74	99	96	90	72
CC(=O)[C@@H]1CC[C@]2(COCCC#N)CC[C@@]3(C)[C@]4(C)CC[C@H]5C(C)(C)[C@@H](OCCC#N)CC[C@]5(C)[C@H]4CC[C@]3(C)[C@@H]12	92	107	87	108	118	101	108	86
N=c1sc(Cc2ccc(Cl)cc2)cn1CC(=O)c1ccc(F)cc1	78	87	67	109	70	43	102	9.4*
CCOC(=O)C1CCCCN1c1ccc(N2C[C@H](CNC(=O)c3ccc(Cl)s3)OC2=O)cc1 (stereo partly drawn)	98	91	91	75	84	90	97	74
CCCCCCCCCCCCc1ccc(OC(=O)OCCCC)cc1	102	111	104	/	90	97	103	89
O=C1COCCN1c1ccc(N2C(=O)C(Cl)C2c2cn(Cc3ccccc3)c3ccccc23)cc1 (stereo not drawn)	118	101	116	98	101	106	95	94
CCc1ccc(CCCC(=O)O)cc1	106	107	98	91	96	94	87	97
CNCc1ccccc1CN(CC(=O)Nc1ccc2c(c1)CC1(C2)C(=O)Nc2ncccc21)C(=O)C(C)(C)C (stereo not drawn)	102	99	103	104	100	99	102	100

14 structures from above, ordered by length of the SMILES, descending.
SMILES	UACC-257	MALME-3M	A549/ATCC	HOP-92	EKVX	M14	HOP-62	UACC-62
C=CCOc1ccccc1[C@@H](C(=O)Nc1cccc([N+](=O)[O-])c1)N(C(=O)CCc1c[nH]c2ccccc12)c1ccc(C)cc1	98	108	87	74	99	96	90	72
CNCc1ccccc1CN(CC(=O)Nc1ccc2c(c1)CC1(C2)C(=O)Nc2ncccc21)C(=O)C(C)(C)C (stereo not drawn)	102	99	103	104	100	99	102	100
CCOC(=O)C1CCCCN1c1ccc(N2C[C@H](CNC(=O)c3ccc(Cl)s3)OC2=O)cc1 (stereo partly drawn)	98	91	91	75	84	90	97	74
Cc1cc(N(CCCNc2ccnc3cc(Cl)ccc23)Cc2ccco2)nc(N2CCN(C)CC2)n1	-63*	-50*	45	80	66	-82*	48	/
Nc1[nH]c(=O)[nH]c(=O)c1N=Nc1ccc(S(=O)(=O)Nc2nccs2)cc1	103	90	105	/	/	103	82	108
COc1ccc2c(c1)OC1=C(C(=O)OC1)C2c1cc(OC)c(OC)c(OC)c1 (stereo not drawn)	40	61	21	75	51	10	33	42
O=C(O)/C(=C\c1ccc([N+](=O)[O-])cc1)c1cccc(Cl)c1	105	100	103	99	/	107	103	97
COc1ccc(-c2c3c(nc4ncn(N)c(=N)c24)C(C)CCC3)cc1 (stereo not drawn)	/	111	/	/	79	110	97	76
O=C(NO)c1ccc(Cn2ccc3c(NCc4ccccc4)ncnc32)cc1	-21*	-5.1*	28	-19*	21	-9.7*	13	-43*
N=c1sc(Cc2ccc(Cl)cc2)cn1CC(=O)c1ccc(F)cc1	78	87	67	109	70	43	102	9.4*
CCCCCCCCCCCCc1ccc(OC(=O)OCCCC)cc1	102	111	104	/	90	97	103	89
CN(CCCOS(C)(=O)=O)CCCOS(C)(=O)=O	106	127	108	102	116	115	112	112
Cc1ccc(-c2nc(C#N)c(NCCCN)o2)cc1	99	105	101	107	98	97	104	78
C#Cc1ccccc1N1C(=O)C=CC1=O	69	105	83	78	85	97	84	101

New compounds follow.
SMILES	UACC-257	MALME-3M	A549/ATCC	HOP-92	EKVX	M14	HOP-62	UACC-62
COc1cc([C@@H]2c3cc4c(cc3[C@H](SC(=N)N)[C@H]3COC(=O)[C@H]23)OCO4)cc(OC)c1OC	57	/	18	68	33	17	51	62
O=C(O)c1ccc(-c2nn(-c3ccc(C(=O)O)cc3)cc2CO)cc1	122	101	102	111	96	102	77	103
O=C1c2ccccc2-c2ccc3c4ccc5c6c(ccc(c7ccc1c2c73)c64)-c1ccccc1C5=O	101	136	104	/	120	112	107	105
COC[C@@H](CC(C)C)N=C1NC(=O)/C(=C/c2ccc3ncoc3c2)N1	11	33	14	16	18	41	14	-27*
Cc1nn(-c2cccc([N+](=O)[O-])c2)c(C)c1N=Nc1ccc(Br)cc1	56	93	66	/	88	98	86	85
CCOC(=O)c1ccc(OCC)cc1	94	119	101	/	/	104	86	107
c1coc(-c2nc3ccccc3s2)c1	99	119	100	55	111	104	98	92
O=C1CCCN1c1cccc2cccnc12	102	109	99	103	91	103	94	104
COc1ccc(/C=N/Nc2cc(=O)[nH]c3ccc(Cl)cc23)cc1	82	46	40	71	64	55	72	77
S=C1SCN(Cc2ccccc2)CN1Cc1ccccc1	95	92	94	37	99	82	100	83
Cc1c(C(N)=O)sc2[nH]c(=O)n(Cc3ccccc3)c(=O)c12	102	105	93	77	/	107	85	97
O=C(O)C(=O)c1ccc(O)cc1O	117	121	115	/	112	/	89	87
NC(=S)NN=C1CCCC1	67	85	81	82	65	83	95	103
Cc1ccc(S(=O)(=O)n2cc(/C=C3\C(=O)N(c4c(Cl)cccc4Cl)c4ccccc43)c3ccccc32)cc1	107	76	104	34	90	76	83	78
CC(=O)Oc1ccc(C(=O)O)cc1	108	113	125	71	107	104	100	95
Cc1cc(=O)oc2cc(O)cc(O)c12	/	90	/	100	99	102	87	102
C/C(=N\NC(=S)Nc1ccc(Br)cc1)c1cc2ccccc2oc1=O	10	24	27	29	41	-29*	30	-20*
COc1cc(-c2nc(-c3ccccc3)[nH]c2-c2ccnc(NCCCNS(=O)(=O)c3ccc(C(F)(F)F)cc3)n2)ccc1F	90	99	66	116	71	75	117	97
CC(=O)C(=O)OC1CCCCC1	100	99	99	83	101	104	92	107
NS(=O)(=O)c1ccc(N2C(=O)/C(=C/c3ccc(F)cc3)N=C2c2ccccc2)cc1	105	99	79	103	101	109	97	100
Nc1nonc1-c1nc2ccccc2n1Cc1cc2c(cc1Cl)OCO2	103	101	83	71	/	92	83	80
Cc1nn(-c2nc(-c3ccccc3)c(C#N)c(=O)n2C)c(C)c1N=Nc1ccc(C(=O)O)cc1	98	99	111	81	200	104	84	97
COc1ccccc1C(=O)c1ccccc1	101	98	93	109	97	103	91	115
S=c1n(CN2CCCC2)nc(-c2ccccc2Cl)n1Cc1ccccc1	93	95	92	/	/	95	103	92
CCCCCCCCSC1=CC(=O)C(OC)=C(OC)C1=O	-35*	-53*	57	-31*	44	27	91	43
CS(=O)(=O)c1nc2ncc(C(N)=O)n2[nH]1	87	94	93	94	96	95	95	109
C=C(C)[C@@H]1CC[C@]2(C(=O)O)CC[C@]3(C)[C@H](CC[C@@H]4[C@@]5(C)C/C(=C/c6cccc(I)c6)C(=O)C(C)(C)[C@@H]5CC[C@]43C)[C@@H]12	21	53	17	16	25	30	22	31
COC(=O)C1(CC(=O)c2cccc3ccccc23)NC(=S)NC(=O)C1C#N (stereo not drawn)	119	109	137	99	109	112	115	106
CN1CCc2c(sc3nc4n(-c5ccc(Cl)cc5)c(=O)[nH]n4c(=O)c23)C1	/	98	75	/	101	99	/	111
CCCn1cnc2c(c1=N)C(c1ccc(Cl)cc1)c1sc3c(CC)cccc3c1O2 (stereo not drawn)	84	56	30	/	43	2.6*	31	13
CC#CC#Cc1cccc(=O)o1	73	79	104	35	21	75	110	41
COc1ccc(C2CC(=O)Nc3c2c(C)nn3-c2nc3ccccc3[nH]2)cc1 (stereo not drawn)	111	29	97	89	/	84	116	104
CCOC(=S)SC1CCCC1	88	107	87	86	103	96	89	94
COc1cc2c(c(OC)c1OC)C1(NCC2)C(=O)N(Cc2ccc(F)cc2)c2ccccc21 (stereo not drawn)	109	83	109	94	98	99	103	72
COc1cc(/C=C2/SC(=S)NC2=O)ccc1OCc1cn(-c2ccc(S(=O)(=O)Nc3nccs3)cc2)nn1	103	108	99	96	110	99	112	97
CN(C)C(=N)OCc1ccccc1	105	/	110	104	96	113	96	106
Cc1ccc(NS(=O)(=O)c2ccc(Br)cc2)cc1	103	95	98	106	102	98	97	104
Cc1ccc(S(=O)(=O)N(CCO)CCO)cc1	90	108	90	89	98	97	88	68
COc1ccc(NCc2cn(-c3ccc(C(=O)O)cc3)nc2-c2ccc(B(O)O)cc2)cc1C(F)(F)F	106	100	103	94	102	101	109	99
N=C(N)N1CCc2ccccc2C1	95&86	110&82	97&82	156	97&66	108&93	97&93	99&99
COc1ccc(-c2ccc(NC(=O)Nc3ccc(Cl)cc3)c(C)n2)cc1OC	92	101	95	83	98	96	106	100
Cc1cnc(C2OCCO2)c2cccc([N+](=O)[O-])c12	104	101	98	81	/	107	109	110
O=C1CCC(N2Cc3c(C#CCCCNC(=O)c4ccc(NC(=O)[C@@H]5NC6(CCCCC6)[C@@]6(C(=O)Nc7cc(Cl)ccc76)[C@H]5c5cccc(Cl)c5F)cc4)cccc3C2=O)C(=O)N1 (stereo partly drawn)	61	18	35	39	52	50	73	17
CC(=O)N1c2ccccc2NC2=C(C(=O)N(C)C2(C)C)C1C (stereo not drawn)	36	44	80	38	62	21	62	32
CC1CN(C(C)C)C(=S)N(c2ccccc2)C1=O (stereo not drawn)	/	82	101	107	89	93	86	94
COc1cc(C2CC(c3cc(OC)c(OC)c(OC)c3)=Nc3c(C)nn(-c4ccccc4)c3N2)ccc1Oc1nc2c(c(=O)n(C)c(=O)n2C)n1C (stereo not drawn)	118	106	93	/	107	105	98	93
COc1ccc2cc(Cn3cc[n+](Cc4ccc5ccccc5c4)c3)ccc2c1	-16*	24	57	-12*	51	18	50	15
Nc1nc(C(=O)N/N=C/c2ccc(N3CCOCC3)cc2)nn1-c1ccc(S(N)(=O)=O)cc1	107	107	100	98	101	103	103	102
O=C(Nc1nc2ccccc2s1)Nc1ccccc1C(=O)O	103	98	103	99	79	97	90	92
CC(C)(C)C1CCC(OC=O)CC1 (stereo not drawn)	82	114	77	98	98	91	99	/
CCCCCCC(=O)Nc1ncc(Cc2ccc(C)cc2)s1	55	59	47	60	53	32	40	31
O=C(CN1C(=O)/C(=C/c2ccco2)SC1=S)NCCc1c[nH]c2ccc(Cl)cc12	118	115	101	95	99	113	114	91
COCC(=O)N[C@@H](Cc1ccc(-c2cc(Cl)cc(Cl)c2)cc1)[C@H](O)[C@@H](O)C(=O)O	91	103	91	94	108	106	93	87
Nc1ncc(CO)c(N)n1	/	103	/	/	/	108	106	109
OC(CCN1CCCCC1)c1ccc2ccccc2c1 (stereo not drawn)	100	100	97	115	103	99	96	98
CC(C)c1ccc(Cn2nc(Nc3ccccc3)nc2N)cc1	105	101	96	110	88	101	116	86
Cc1ccc(C)c(CCCCS(=O)(=O)O)c1	98	106	101	116	113	88	102	104
COc1cc(O)ccc1C1=CC(=O)OC1Cc1ccc(O)cc1 (stereo not drawn)	103	102	90	79	90	94	97	101
CSc1cccc(NC(=O)Nc2ccccc2C(N)=O)c1	128	113	122	/	111	178	167	103
CC1CNC(=S)SSC(=S)N1 (stereo not drawn)	80	102	90	112	/	99	103	100
(next part)
SMILES	UACC-257	MALME-3M	A549/ATCC	HOP-92	EKVX	M14	HOP-62	UACC-62
Nc1ncnc2c1N=C(c1ccc3c(c1)OCO3)CC(c1sc(Cl)nc1Cl)N2 (stereo not drawn)	98	95	93	84	/	106	104	89
N/N=C(\C(=N\N)c1ccccc1)c1ccccc1	107	88	101	/	94	97	92	90
CC1=C2[C@@H](CC1)[C@]1(C)O[C@@](C3CCNCC3)(C[C@H]1OC(=O)CO)[C@H]2OC(=O)/C=C/c1ccccc1	85	81	92	72	92	84	94	93
CCOC(=O)C(c1ccc(N(CC)CC)cc1)c1ccc(N(CC)CC)cc1	104	109	102	89	/	96	112	93
COc1cc(O)c(C)c(O)c1	102	119	76	109	101	102	76	110
COc1ccc(NC(=O)CSC(N)=O)cc1	99	114	100	92	117	97	115	94
O=C1CCCCCC1	110	105	104	98	95	105	104	103
CSCCC(NC(=O)C(Cl)Cl)C(=O)O (stereo not drawn)	/	114	80	85	90	94	78	96
O=C(c1ccccc1)C1C(=O)c2ccccc2C1=O	102	99	106	/	95	98	99	104
COc1ccc(-c2nn(-c3ccccc3)cc2/C=C/C(=O)c2ccc(NC(=O)CCCCCCC(=O)NNc3ccccc3)cc2)cc1	88	91	93	84	85	/	89	85
O=C(O)C1C(c2ccccc2)=C1c1ccccc1	98	93	101	90	95	105	88	95
COc1ccc(-c2cn(-c3ccc(Cl)cc3)c(SCC(=O)c3ccc(F)cc3)n2)cc1	97	101	99	68	95	90	83	76
Cc1cccc(-n2c(CC#N)n[nH]c2=S)c1	100	95	99	102	/	104	97	99
COc1ccc(C(=O)c2cc(C)c(OC)c(C)c2)c(OC)c1OC(=O)C(Cl)Cl	48	59	11	22	58	-9.9*	17	29

Screening results (PubChem BioAssay)

Outcome played no part in choosing rows; overall some 10% were active at least once.
